sEH activator – soluble epoxide hydrolase activators, primary screen, biochemical, human sEH; activation, % at 2 µM; hit rate 0.04% among 91,000; AID 717, 2007; purified human sEH enzymatic activity, activator screen; Bifunctional epoxide hydrolase 2 (Homo sapiens), P34913; in the data active means activation above about 37%; further: values of inactives mirror those of a sister screen read the other way
Target sequence (P34913 whole entry, looked up): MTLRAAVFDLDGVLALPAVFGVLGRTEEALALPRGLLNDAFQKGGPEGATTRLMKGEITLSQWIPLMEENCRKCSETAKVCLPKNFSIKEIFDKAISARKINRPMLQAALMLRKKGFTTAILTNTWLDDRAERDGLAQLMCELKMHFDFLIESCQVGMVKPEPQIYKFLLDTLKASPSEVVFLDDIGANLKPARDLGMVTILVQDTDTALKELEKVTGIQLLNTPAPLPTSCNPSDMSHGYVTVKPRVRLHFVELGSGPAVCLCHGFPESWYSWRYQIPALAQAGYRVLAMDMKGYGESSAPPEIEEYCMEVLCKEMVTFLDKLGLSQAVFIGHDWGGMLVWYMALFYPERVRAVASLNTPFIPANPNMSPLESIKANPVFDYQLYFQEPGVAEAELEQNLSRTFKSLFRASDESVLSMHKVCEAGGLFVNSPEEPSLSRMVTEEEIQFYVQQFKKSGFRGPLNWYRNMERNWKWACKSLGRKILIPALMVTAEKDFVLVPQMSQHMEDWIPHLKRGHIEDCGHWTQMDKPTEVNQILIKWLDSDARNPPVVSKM
F-actin modifier – modifiers of F-actin cytoskeleton organization, primary screen, imaging, HUVEC, phalloidin staining, high-content imaging; hit rate 0.18% among 91,000; inhibition, % at 2 µM; HUVEC TNFa F-actin phalloidin imaging; AID 836, 2007;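 active means inhibition above the batch mean plus 3 SD and confirmed as a hit by visual image inspection, cut at about 30% in these data, passing the limit was not always enough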; further: strong numbers were not always called active
sEH inh – soluble epoxide hydrolase inhibitors, primary screen, biochemical, human sEH. Bifunctional epoxide hydrolase 2 (Homo sapiens), P34913. recombinant human sEH enzymatic activity assay. inhibition, % at 2 µM. hit rate 0.34% among 91,000. AID 707, 2007; in the data active means inhibition above about 80%; further: values of inactives mirror those of a sister screen read the other way; many of its hits are not listed in these tables
Calb biofilm kill – clotrimazole potentiators killing Candida biofilms, primary screen, with clotrimazole, Alamar Blue | C. albicans biofilm + clotrimazole | inhibition, % at 6 µM | hit rate 0.14% among 85,000 | AID 834, 2007;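 active means inhibition above 20%; inactive means inhibition below 20%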;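 further: preformed 24 hr biofilms exposed to compound for 48 hr; 0% = biofilm without compound and 100% = blank killed by clotrimazole plus chlorhexidine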
ERb coact inh – inhibitors of ERβ-SRC1 coactivator interaction, primary screen, biochemical, TR-FRET, ERβ LBD, SRC-1 peptide; hit rate 1.3% among 86,000; AID 633, 2007; TR-FRET ER-beta LBD / SRC1-Cy5 peptide binding; receptor agonist-loaded with 1 µM estradiol; inhibition, % at 25.6 µM;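 active means compounds whose percent inhibition of the receptor-coactivator binding signal exceeds about 50% in the single-dose screen, limit read from the data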;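 further: 0% = receptor plus peptide wells without compound and 100% = peptide-only wells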
TNFa cytotox – cytotoxicity in TNFa-stimulated HUVEC, primary screen, cytotoxicity control for VCAM1 expression modulator project, imaging, Hoechst nuclei count; HUVEC TNFalpha-stimulated, Hoechst cell count; cell count reduction, % at 2 µM; hit rate 0.17% among 93,000; AID 848, 2007;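 active means cell count reduction exceeding the screen mean by over 5 SD, scaled to untreated wells per plate, cut at about 78% in these data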;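 further: cells counted after 24 h of TNF alpha exposure following the 1 h pretreatment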
Smad3 FoxH1 inh – Smad3/FoxH1 peptide binding inhibitors, primary screen, biochemical, TR-FRET; Mothers against decapentaplegic homolog 3 (Homo sapiens), P84022; TR-FRET Smad3/Dy647-FoxH1 peptide binding, europium anti-His; inhibition, % at 25 µM; hit rate 0.29% among 88,000; AID 630, 2007;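 active means compounds that reduce the energy-transfer binding signal between the protein and its labelled peptide by more than half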;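 further: 0% = Smad3 plus labelled peptide maximal FRET and 100% = peptide-only background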
Target sequence (P84022 whole entry, looked up): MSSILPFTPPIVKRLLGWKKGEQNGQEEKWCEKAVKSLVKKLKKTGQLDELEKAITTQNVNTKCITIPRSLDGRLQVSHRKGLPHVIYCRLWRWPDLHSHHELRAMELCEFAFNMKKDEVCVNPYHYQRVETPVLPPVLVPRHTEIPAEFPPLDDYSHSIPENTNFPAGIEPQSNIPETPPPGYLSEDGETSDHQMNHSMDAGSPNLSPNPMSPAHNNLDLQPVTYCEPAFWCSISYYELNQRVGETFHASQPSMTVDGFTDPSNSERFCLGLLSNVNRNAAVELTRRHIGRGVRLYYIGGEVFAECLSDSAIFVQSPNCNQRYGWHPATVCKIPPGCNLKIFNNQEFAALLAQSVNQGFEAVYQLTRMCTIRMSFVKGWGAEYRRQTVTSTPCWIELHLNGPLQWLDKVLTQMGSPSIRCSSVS
VCAM1 TNFa inh – inhibitors of TNFa-induced VCAM1 expression, primary screen, imaging, HUVEC, TNFa stimulus, immunofluorescence; hit rate 0.48% among 95,000; AID 802, 2007; inhibition, % at 2 µM; HUVEC TNFa-induced VCAM-1 immunofluorescence, high-content imaging;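 active means inhibition above the batch mean plus 3 SD, with images confirmed as a hit by eye, cut at about 37% in these data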;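 further: 0% = TNF-stimulated DMSO wells and 100% = unstimulated control wells; not every result past the cut was called active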
IL1B cytotox – cytotoxicity in IL-1B stimulated HUVEC, primary screen, cytotoxicity control for IL-1B NFkB translocation project, imaging, Hoechst nuclear count, IL-1B stimulus. HUVEC cell count loss. cell count reduction, % at 2 µM. hit rate 0.41% among 94,000. AID 845, 2007;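 active means cell count reduction more than 3 SD above the screen-wide mean, cut at about 70% in these data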;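 further: normalized per plate to untreated control cells as the no-loss baseline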
An asterisk follows results filed as active; / = not tested or not shown; [ ] = dose if it differs, or a comment.

The opening twelve entries (preview)
SMILES	sEH activator	F-actin modifier	sEH inh	Calb biofilm kill	ERb coact inh	TNFa cytotox	Smad3 FoxH1 inh	VCAM1 TNFa inh	IL1B cytotox
COC(=O)C(O)(CC(=O)Nc1ccccc1OC)C(F)(F)F (stereo unspecified)	10	-14	-7	-4	19[fluorescence artefact?]	-3	-4	-8	-21
CCOc1ccc(-c2nc(C#N)c(N3CCN(Cc4ccccc4)CC3)o2)cc1	2	3	-2	10	1	-42	6	11	6
Cc1cc(-c2ccccc2)nc(SCC(=O)c2cccc([N+](=O)[O-])c2)n1	-1	-2	3	/	/	6	/	6	-8
Cc1ccc(S(=O)(=O)Nc2cc(C(=O)Nc3cc(C)cc(C)c3)ccc2Cl)cc1	8	8	-6	/	/	2	/	-12	-3
Clc1ccc(/C=N/NC(=Nc2ccccc2)c2ccccn2)c(Cl)c1	-5	19	7	/	/	/	/	-28	23
CCOc1ccc(NC(=O)c2ccc3c(c2)N(Cc2ccc(F)cc2)C(=O)CS3=O)cc1 (stereo unspecified)	-54	8	54	2	-3[fluorescence artefact?]	-12	10	7	1
CC1CCC(=C(C#N)C(=O)Nc2cccc(Cl)c2)CC1 (stereo unspecified)	-5	16	5	5	2	-29	1	-7	-26
CCOC(=O)c1c(C)[nH]c(C(=O)COC(=O)c2ccc(F)c(S(=O)(=O)N3CCOCC3)c2)c1C	0	0	0	5	15[fluorescence artefact?]	-5	4[fluorescence artefact?]	23	-26
COc1ccccc1-c1c(NC(=O)c2ccco2)n(-c2ccccc2)nc(C)c1=O	-6	-4	7	6	-4	-8	14[fluorescence artefact?]	-15	-17
CSc1nnc2n(CCc3ccccc3)c(=O)c3c4c(sc3n12)CCCC4	-3	-2	4	0	-8	-13	-11	13	-132
CCOc1ccc(NC2C=CS(=O)(=O)C2)cc1 (stereo unspecified)	-2	8	2	-3	-8	5	11	-3	23
CCSc1nnc(NC(=O)c2cccnc2Cl)s1	-2	1	2	5	4	-40	-3	18	-16

All compounds of this part, repeating the preview:
SMILES	sEH activator	F-actin modifier	sEH inh	Calb biofilm kill	ERb coact inh	TNFa cytotox	Smad3 FoxH1 inh	VCAM1 TNFa inh	IL1B cytotox
COC(=O)C(O)(CC(=O)Nc1ccccc1OC)C(F)(F)F (stereo unspecified)	10	-14	-7	-4	19[fluorescence artefact?]	-3	-4	-8	-21
CCOc1ccc(-c2nc(C#N)c(N3CCN(Cc4ccccc4)CC3)o2)cc1	2	3	-2	10	1	-42	6	11	6
Cc1cc(-c2ccccc2)nc(SCC(=O)c2cccc([N+](=O)[O-])c2)n1	-1	-2	3	/	/	6	/	6	-8
Cc1ccc(S(=O)(=O)Nc2cc(C(=O)Nc3cc(C)cc(C)c3)ccc2Cl)cc1	8	8	-6	/	/	2	/	-12	-3
Clc1ccc(/C=N/NC(=Nc2ccccc2)c2ccccn2)c(Cl)c1	-5	19	7	/	/	/	/	-28	23
CCOc1ccc(NC(=O)c2ccc3c(c2)N(Cc2ccc(F)cc2)C(=O)CS3=O)cc1 (stereo unspecified)	-54	8	54	2	-3[fluorescence artefact?]	-12	10	7	1
CC1CCC(=C(C#N)C(=O)Nc2cccc(Cl)c2)CC1 (stereo unspecified)	-5	16	5	5	2	-29	1	-7	-26
CCOC(=O)c1c(C)[nH]c(C(=O)COC(=O)c2ccc(F)c(S(=O)(=O)N3CCOCC3)c2)c1C	0	0	0	5	15[fluorescence artefact?]	-5	4[fluorescence artefact?]	23	-26
COc1ccccc1-c1c(NC(=O)c2ccco2)n(-c2ccccc2)nc(C)c1=O	-6	-4	7	6	-4	-8	14[fluorescence artefact?]	-15	-17
CSc1nnc2n(CCc3ccccc3)c(=O)c3c4c(sc3n12)CCCC4	-3	-2	4	0	-8	-13	-11	13	-132
CCOc1ccc(NC2C=CS(=O)(=O)C2)cc1 (stereo unspecified)	-2	8	2	-3	-8	5	11	-3	23
CCSc1nnc(NC(=O)c2cccnc2Cl)s1	-2	1	2	5	4	-40	-3	18	-16
NS(=O)(=O)c1ccc(N2N=C(c3ccc(Br)cc3)CC2c2ccc(F)cc2)cc1 (stereo unspecified)	19	13	-16	/	/	-1	/	-11	-16
O=C(CCN1C(=O)c2ccccc2S1(=O)=O)Nc1ccc2c(c1)OCCO2	-14	-16	13	1	-9	-16	0	2	8
COc1cccc(OCCOc2c(OC)cccc2OC)c1	-6	8	6	/	/	14	/	5	-39
O=C(Nc1cccc(Cl)c1)Nc1nc(-c2ccc(Cl)cc2)cs1	-17	11	19	/	/	-7	/	14	-21
COc1ccccc1CNC(=O)C1CCCN(S(=O)(=O)c2c(C)[nH]c(=O)[nH]c2=O)C1 (stereo unspecified)	-13	-13	14	2	26	0	-8	-36	16
CC1(C)Oc2ccc3ccc(=O)oc3c2/C(=C/N)C1=O	/	0	/	11	-1	-12	5	5	-16
c1ccc2c(NCC3CCCO3)nc(-c3ccncc3)nc2c1 (stereo unspecified)	-9	16	12	2	7[fluorescence artefact?]	-10	1	9	-10
O=C(C1CCCN(S(=O)(=O)c2cccc3cccnc23)C1)N1CCN(c2ccc(F)cc2)CC1 (stereo unspecified)	7	2	-9	11	-5	-7	2	-1	4
Cc1cc(C)cc(-n2nnnc2SCC(=O)Nc2nc(-c3ccc(Cl)cc3)cs2)c1	-7	45*	8	/	/	-24	/	10	-20
Cc1ccc2nc(/C(C#N)=C\c3ccc(OC(=O)c4cccs4)cc3)[nH]c2c1	0	9	2	/	/	-3	/	-2	5
NS(=O)(=O)c1cccnc1Nc1ccc(Cl)c(Cl)c1	-9	8	11	/	/	-32	/	-15	-9
COCCNS(=O)(=O)c1ccc2c(c1)C(=O)c1cc(S(=O)(=O)NCCOC)ccc1-2	21	6	-20	0	55*[fluorescence artefact?]	30	-10	27	22
CCOC(=O)c1ccc2[nH]c(C)c(CCC(C)=O)c(=O)c2c1	2	16	2	10	2	-24	12	-11	-16

Going on with the list.
SMILES	sEH activator	F-actin modifier	sEH inh	Calb biofilm kill	ERb coact inh	TNFa cytotox	Smad3 FoxH1 inh	VCAM1 TNFa inh	IL1B cytotox
CC(C)(C)C(=O)[C@@H]1[C@@H]2C(=O)N(Cc3ccccc3)C(=O)[C@@H]2[C@H]2c3ccccc3C=CN12	-3	-5	2	10	19	2	15	30	-6
Cc1c(C(C)NC(=O)Nc2ccc(F)cc2F)cnn1C (stereo unspecified)	-13	-5	14	1	-4	-15	-2	-26	-17
C=CCNc1nc(C2(C)CC3(CC(C)(C)OC3=O)C(=O)O2)cs1 (stereo unspecified)	12	20	-10	4	19	-37	0	-29	-13
CC1CN(c2nn3c(=O)c4ccccc4nc3c3ccccc23)CC(C)O1 (stereo unspecified)	13	-7	-12	3	3[fluorescence artefact?]	-18	10	16	24
COc1cc(/C=N/NC(N)=O)ccc1OC(=O)c1ccc(C)cc1	-5	-3	8	/	/	-15	/	2	-13
O=C1OC(OC2CCCCC2)(c2ccccc2)c2ccccc21 (stereo unspecified)	-6	18	8	/	/	9	/	-9	-5
CC1(C)CC(=O)C2=C(C1)OC(N)=C(C#N)[C@@]21C(=O)N(CC(N)=O)c2ccccc21	11	-17	-11	/	/	-10	/	5	-129
COC(=O)c1nc(NC(=O)c2ccccc2Cl)n[nH]1	-6	-13	4	/	/	-2	/	-10	1
CS(=O)(=O)Nc1ccc(C(=O)N2CCN(c3ccccc3)CC2)cc1	-1	31	2	-1	-8[fluorescence artefact?]	14	-3	9	-13
O=C(Nc1nnc(SCc2ccc(F)cc2)s1)c1ccco1	-2	-4	1	0	3[fluorescence artefact?]	-40	3	-5	-43
CNCCOCC(O)CSc1ccccc1 (stereo unspecified)	4	12	-5	3	2	-44	2	2	1
COc1ccc(Cc2nnc(N)s2)cc1	-9	9	8	0	-3[fluorescence artefact?]	-7	-20	0	8
CCc1cccc(NC(=O)c2snc3c(=O)[nH]cnc23)c1	-6	15	3	4	-8[fluorescence artefact?]	-24	4[fluorescence artefact?]	5	20
O=C(Nc1cc2c(ccc3ccccc32)oc1=O)C1CCCCC1	16	0	-13	/	/	0	/	23	10
Cn1c(SCC(=O)N(Cc2ccccc2)C(C)(C)C)nc2ccccc21	-1	7	1	/	/	-10	/	20	-12
O=C(CCC(=O)OCC(=O)c1cccc([N+](=O)[O-])c1)Nc1cccc(Cl)c1Cl	-3	23	5	/	/	-5	/	7	-51
O=C/C(=C\Nc1ccc(Cl)cn1)c1nc2ccccc2o1	13	-17	-9	8	32	0	-6	2	-9
CCOC(=O)c1c(C)nc2ncccn12	-2	2	0	8	-2[fluorescence artefact?]	/	1	-12	-26
COc1ccc(NC(=O)N2CCCC2)cc1OC	/	15	/	3	-6	-55	3[fluorescence artefact?]	-18	-7
Nc1cc(C(=O)c2ccccc2)ccc1N1CCOCC1	6	-8	-4	7	-15	-22	0	17	-8
COc1cccc(-c2csc(N3CCN(C(=S)Nc4ccc(Cl)cc4)CC3)n2)c1	-4	-10	7	/	/	-6	/	5	-23
COc1cc(C2C(C#N)=C(N)N(Nc3ccccc3)C3=C2C(=O)CC(C)(C)C3)ccc1OCc1ccccc1 (stereo unspecified)	-20	11	22	/	/	-8	/	-3	-35
CCOc1ccc(C(=O)N(CN2CCCC2=O)c2ccccc2)cc1	/	17	/	2	-6	-48	-3	-12	-8
O=C(NCCCN1CCCCC1)C1CCC(=O)N1CCc1ccccc1 (stereo unspecified)	6	26	-4	9	11	-17	4	-19	-8
COc1ccccc1CNC(=O)c1ccccc1NS(C)(=O)=O	8	4	-8	5	7	8	7	2	10

New compounds follow:
SMILES	sEH activator	F-actin modifier	sEH inh	Calb biofilm kill	ERb coact inh	TNFa cytotox	Smad3 FoxH1 inh	VCAM1 TNFa inh	IL1B cytotox
O=C1NCCNC1(c1c[nH]c2ccccc12)C(F)(F)F (stereo unspecified)	-11	5	10	2	-8	-19	-3	2	4
COc1ccc2nc(C)cc(SCC(=O)NNC(=O)COc3ccccc3)c2c1	3	/	-6	/	/	23	/	15	7
COc1cc(C2N=C(c3ccccc3)NO2)cc(Br)c1O (stereo unspecified)	-4	0	5	11	-21	2	9	9	2
c1cc2c(cc1C1CCCCC1)c1c3n2CCCNC3CCC1 (stereo unspecified)	1	0	-1	0	4[fluorescence artefact?]	-7	-1	14	-21
Cc1cccc(C)c1NC1=NC(=S)N(c2ccc(N(C)C)cc2)C1(C)C	4	-10	-3	/	/	-7	/	-2	31
CC1(C)CC(=O)C2=C(C1)OC(N)=C(C#N)C21CCC2(CC1)OCCO2	5	1	0	0	-30	/	3	-27	22
Cc1ccccc1OCCCN1C(=O)C(=O)c2cccc(C)c21	-8	4	8	1	21	7	4	13	-16
Nc1nc(N)nc(-c2ccc(Oc3ccccc3)cc2)n1	-6	4	5	4	1	-14	2	1	5
CC(=O)OC1CSc2nc3ccccc3n2C1 (stereo unspecified)	12	17	-9	/	/	0	/	-1	4
Cc1ccc(N2C(=O)C(O)(C(F)(F)F)C3=C2CC(C)(C)CC3=O)cc1C (stereo unspecified)	-11	-6	12	/	/	/	/	-31	-8
CN1CCc2c(sc(N)c2C(N)=O)C1	-1	-14	-2	/	/	4	/	3	-15

Three compounds out of the list above, ordered by the value under sEH activator, low to high.
Molecule	sEH activator
O=C1NCCNC1(c1c[nH]c2ccccc12)C(F)(F)F (stereo unspecified)	-11
CN1CCc2c(sc(N)c2C(N)=O)C1	-1
CC1(C)CC(=O)C2=C(C1)OC(N)=C(C#N)C21CCC2(CC1)OCCO2	5

Screening results as filed in PubChem BioAssay.

Only part of the results is shown; rates above refer to the full screens.
